Abeta yeast res: compounds reversing amyloid beta toxicity in yeast; Potency, µM (series often up to 46.1 µM), inactives show at the top dose growth rescue, most hits filed as activators; 410,000 compounds, 0.063% hits; AID 1347071; yeast expressing A-beta42, growth rescue, OD600, 48 h; response scale: 0% DMSO, 100% iron-clioquinol control; further: potency means the concentration at half of the fitted maximal effect; nearly all actives have a fitted effect of over 55% in size
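Yeast growth medium received pinned compounds, then yeast cells expressing toxic A-beta were added; plates incubated at 30 C for 48 hr. Growth read as absorbance at 600 nm, normalized to DMSO and equimolar FeCl3 plus clioquinol controls.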
IL2 activator: activates IL-2 in a cell-based reporter assay | IL-2 activation reporter assay, cell-based qHTS; stimulated with anti-CD3/CD4/CD28 beads; in transgenic mouse T cells | activation, % (series mostly up to about 46 µM) | 360,000 compounds, 0.065% hits; in the data active means activation above about 50%; inconclusive means mostly about 30% to 49%; further: 0% is about no effect
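Using fluorescent plate cytometry, EGFP and DsRed are detected in transgenic mouse T cells stimulated 18 h at 37 degrees C with antibody-coated beads after 60 min compound pretreatment.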
PLK1 PBD inh: inhibitors of human PLK1 polo-box domain binding; P53350; Plk1 PBD binding of FITC phosphopeptide, fluorescence polarization; Potency, µM, inactives show max response, negative = inhibition, hits mostly inhibitors; 360,000 compounds, 2.8% hits; further: potency means the concentration at half of the fitted maximal effect; series mostly up to about 57 µM; on the % scale 0 is the no-effect control and ±100 the full control effect; nearly all actives have a fitted effect of over 65% in size
EPAC1 antagonist: EPAC1 (human) antagonism; 360,000 compounds, 0.14% hits; Potency, µM (doses to about 115 µM), inactives show at the top dose activity change, negative = inhibition, actives largely listed as inhibitors; AID 720709; O95398; EPAC1 GEF assay, Rap1b-BODIPY-GDP exchange fluorescence;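 further: potency means the concentration at half of the fitted maximal effect; plate controls were vehicle for no effect and positive control for full effect; nearly all actives have a fitted effect of over 50% in size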
Target sequence (O95398 whole entry, looked up): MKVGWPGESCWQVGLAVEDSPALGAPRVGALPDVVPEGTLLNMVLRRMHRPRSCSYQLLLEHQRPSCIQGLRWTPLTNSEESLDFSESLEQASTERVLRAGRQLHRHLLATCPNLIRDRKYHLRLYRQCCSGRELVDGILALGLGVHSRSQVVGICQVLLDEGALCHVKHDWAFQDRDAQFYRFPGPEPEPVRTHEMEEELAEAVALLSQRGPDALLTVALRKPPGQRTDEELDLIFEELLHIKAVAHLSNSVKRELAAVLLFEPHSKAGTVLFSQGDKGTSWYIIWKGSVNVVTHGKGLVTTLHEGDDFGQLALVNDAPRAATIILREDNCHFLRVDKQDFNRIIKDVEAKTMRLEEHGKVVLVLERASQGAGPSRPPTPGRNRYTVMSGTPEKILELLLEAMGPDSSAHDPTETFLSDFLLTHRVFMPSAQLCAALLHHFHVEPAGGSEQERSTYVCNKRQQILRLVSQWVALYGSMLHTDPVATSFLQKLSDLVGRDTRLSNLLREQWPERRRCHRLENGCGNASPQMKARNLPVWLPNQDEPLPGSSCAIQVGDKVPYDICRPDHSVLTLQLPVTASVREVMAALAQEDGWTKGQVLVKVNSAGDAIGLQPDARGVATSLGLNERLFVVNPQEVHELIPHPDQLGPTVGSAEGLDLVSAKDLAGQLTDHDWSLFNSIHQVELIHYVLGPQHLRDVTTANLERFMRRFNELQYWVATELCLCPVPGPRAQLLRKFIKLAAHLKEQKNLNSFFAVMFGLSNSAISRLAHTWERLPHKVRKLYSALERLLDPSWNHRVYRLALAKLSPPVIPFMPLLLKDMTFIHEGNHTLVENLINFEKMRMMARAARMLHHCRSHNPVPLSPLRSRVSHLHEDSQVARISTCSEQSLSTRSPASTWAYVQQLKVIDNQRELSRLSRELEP
aSyn yeast inh: rescues yeast growth from alpha-synuclein toxicity. Yeast expressing alpha-synuclein, growth rescue, BacTiter-Glo, 24 h. Potency, µM (series often up to 46.1 µM), for inactives: at the highest dose growth rescue (activation), usual class: activators. 370,000 compounds, 0.14% hits. AID 652106; further: potency means the concentration at half of the fitted maximal effect; % of control where 0% means no effect; nearly all actives have a fitted effect of over 65% in size
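Readout is rescue of growth in alpha-synuclein-expressing yeast, so inhibitors of toxicity appear as activators. Growth after 24 hr at 30 deg C in galactose medium is quantified by luminescence.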
FUS suppressor: FUS proteinopathy suppression in yeast; AID 1347120; S. cerevisiae FUS-expressing, growth rescue, OD600, 24 h; Potency, µM (highest dose often 76.6 µM), inactives show at the highest dose growth rescue (activation), usual class: activators; 390,000 compounds, 0.24% hits;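 further: potency means the concentration at half of the fitted maximal effect; plate controls were DMSO vehicle for no effect and reference control for full effect; nearly all actives have a fitted effect of over 55% in size; some results filed as inactive show a strong effect at the top dose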
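Steps: raffinose overnight preculture; dilution to OD 0.005 in 2% galactose minimal medium; compound addition (concentration series); 24hr at 30C, 99% humidity; absorbance read at 600 nm.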
EPAC1 ag: activates human EPAC1 exchange factor; O95398; EPAC1 agonist qHTS, biochemical assay; response scale: 100% = response to 6.5 mM cAMP; Potency, µM (titrated, usually from 154 µM), inactives show top-dose activation, usual class: activators; 360,000 compounds, 0.073% hits; further: potency means the concentration at half of the fitted maximal effect; nearly all actives have a fitted effect of over 60% in size
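Nucleotide exchange assay: 100 nM EPAC1 with 250 nM Rap1B loaded with BODIPY-GDP and 50 uM GDP, room temperature. Fluorescence (480/540 nm) read every 5 min for 30 min; signal change normalized to 6.5 mM cAMP as full agonist.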
PI5P4Ka inh: inhibitors of human PI5P4K alpha. P48426. PI5P4Kalpha enzyme, ADP-Glo luminescence, 60 min; hits give low values. max response, %. 330,000 compounds, 1.2% hits. AID 652105; active means max response of -50% or lower; inconclusive means between -30% and -50%; inactive means -30% or higher; further: value at the top dose of about 77 µM; on the % scale 0 is the no-effect control and ±100 the full control effect
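Reactions run in 0.038 M HEPES pH 7.4, 0.28 mM EGTA, 0.1% CHAPS and 5% DMSO, with PI5P4Kalpha, substrate, compound and 5 microM ATP final, one hour at room temperature. Readout is ADP-Glo luminescence.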
WRN helicase inh: blocks human WRN helicase; WRN helicase unwinding, fluorescent forked duplex, kinetic; AID 651768; Potency, µM (highest dose often 114 µM), without a hit: at the highest dose activity change, negative = inhibition, usual class: inhibitors; 360,000 compounds, 0.46% hits; further: potency means the concentration at half of the fitted maximal effect; on the % scale 0 is the no-effect control and ±100 the full control effect; nearly all actives have a fitted effect of over 55% in size
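Kinetic red-fluorescence monitoring (525/598 nm) tracks WRN helicase activity after 100 nM fluorophore-quencher forked duplex and 2 mM ATP are added to 20 nM enzyme pretreated 15 min at room temperature with compound.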
* hit, by the source's call; u = inconclusive; x = no result given; [ ] = dose if it differs, or a comment. Unless noted, the call rests on the fitted dose curve; in most records, active means well fitted curve in the direction sought with a large enough effect; inconclusive means small, poorly fitted or top-dose-only effect, or another doubt; inactive means no such curve, though single readings can be large; an effect the other way counts as inactive or inconclusive.

SMILES	Abeta yeast res	IL2 activator	PLK1 PBD inh	EPAC1 antagonist	aSyn yeast inh	FUS suppressor	EPAC1 ag	PI5P4Ka inh	WRN helicase inh
Cc1cccc(OCCNc2cc(N3CCN(C)CC3)ccc2[N+](=O)[O-])c1	2%	-2.3	-2%	9%	9%	x	-10%	-2	7%
Cc1cccc(C(=O)NC(C(=O)Nc2ccc(S(=O)(=O)Nc3nccs3)cc2)C(C)C)c1 (stereo not drawn)	-16%	-3.7	-1%	3%	0%	x	18%	-10	8%
CCCCN(C)CCNC(=O)CCn1nc(-c2ccc(C)cc2)ccc1=O	-2%	-0.6	7%	-5%	2%	7%	-1%	1	9%
COc1ccc2c(c1OC)C(=O)OC2CC(=O)c1ccc(O)c(O)c1 (stereo not drawn)	4%	3.9	0%	6%	3%	13%	6%	x	-18%
Cc1nc(Cl)sc1C(=O)Nc1cc(F)cc(F)c1	26%	-0.4	2%	u	3%	3%	3%	1	-3%
Cc1[nH]c2ccc(-c3n[nH]c(=S)n3-c3ccc(Br)cc3)cc2c1C	1%	-2.0	u	-4%	-6%	26%	-2%	-14	-4%
CC(C)NC(=O)NC(=O)COc1c(F)c(F)cc(F)c1F	-4%	-3.3	-8%	-11%	0%	-27%	2%	1	-33%[57.1 µM]
O=C(O)c1cccc(S(=O)(=O)Nc2ccc([N+](=O)[O-])cc2O)c1	-11%	1.7	-3%	-8%	2%	-7%	-2%	-3	-20%
NC(=O)c1nsc(C(=O)N(c2ccccc2)C(C(=O)NC2CCCC2)c2ccc3ncccc3c2)c1N (stereo not drawn)	-17%	0.8	-1%	9%	-1%	16%	-17%	7	-9%
Fc1ccccc1Cc1noc(CN2CCN(c3ccc(Cl)cn3)CC2)n1	12%	-1.9	2%	-14%	8%	33%	-11%	2	-14%
COCCNC(=S)N/N=C(\C)c1cccc(OC)c1	28%	0.6	-8%	13%	2%	10%	15%	0	-6%
COc1ccc(C)cc1NC(=O)CCCN1C(=O)C(c2ccccc2)Oc2cccnc21 (stereo not drawn)	0%	-3.8	-16%	0%	9%	28%	16%	3	1%
CC(NC(=O)C1CCCCC1)C(c1cccs1)N1CCOCC1 (stereo not drawn)	0%	0.9	1%	-2%	3%	-29%	-3%	4	0%
CCOC(=O)C(CC)Sc1ncnc2c1nnn2-c1ccc(F)cc1 (stereo not drawn)	4%	-0.3	-9%	-9%	-8%	5%	-6%	1	0%
Nn1c(SCC(=O)N2CCN(S(=O)(=O)c3ccccc3)CC2)nnc1-c1cccs1	8%	-0.3	1%	-1%	0%	6%	4%	-5	-6%
CCC(=O)Nc1ccc(NC(=O)c2ccccc2Cl)nc1	23%	0.4	-2%	0%	-1%	10%	0%	-6	0%
CNC(=O)c1[nH]cnc1C(=O)Nc1ccccn1	-8%	2.8	3%	8%	3%	13%	10%	-2	-8%
S=C(NN=Cc1ccc2c(c1)OCO2)NN=Cc1ccc2c(c1)OCO2	u	-0.5	-5%	-19%	-7%	11%	-7%	-26	-9%
O=C(O)c1cnn(-c2ccccc2)c1-c1ccccc1	24%	1.5	-2%	15%	12%	26%	-1%	7	-12%
COc1ccc(S(=O)(=O)Nc2nc3c(s2)CCCC3)cc1	-6%	-0.6	-19%	-14%	-2%	2%	0%	4	-13%
Cc1cc(C)n(-c2nc3c(c(=O)[nH]c(=O)n3C)n2CC(C)C)n1	22%	-0.7	-2%	-7%	-8%	-12%	1%	-2	-10%
Cc1ccc(CN(C)C(=O)C2CCC(=O)N(CC3CCCCC3)C2)o1 (stereo not drawn)	-12%	-0.3	-9%	-9%	6%	30%	-10%	-1	-10%
O=C(CSc1nnc(Cc2cccs2)n1C1CCCCC1)N1CCCc2ccccc21	7%	-0.6	u	-8%	-3%	32%	8%	8	0%
O=C(CNS(=O)(=O)c1ccccc1)NCC(=O)OCc1ccc(Cl)cc1	4%	-3.5	2%	-13%	4%	-27%	4%	-1	-1%
CCOC(=O)CCc1c(C)c(C#N)c2nc3ccccc3n2c1-n1ccnc1C	9%	-0.9	-7%	4%	x	12%	9%	0	2%

A draw from above in order of length of the SMILES, rising:
SMILES	Abeta yeast res	IL2 activator	PLK1 PBD inh	EPAC1 antagonist	aSyn yeast inh	FUS suppressor	EPAC1 ag	PI5P4Ka inh	WRN helicase inh
O=C(CNS(=O)(=O)c1ccccc1)NCC(=O)OCc1ccc(Cl)cc1	4%	-3.5	2%	-13%	4%	-27%	4%	-1	-1%
CCOC(=O)CCc1c(C)c(C#N)c2nc3ccccc3n2c1-n1ccnc1C	9%	-0.9	-7%	4%	x	12%	9%	0	2%
Cc1[nH]c2ccc(-c3n[nH]c(=S)n3-c3ccc(Br)cc3)cc2c1C	1%	-2.0	u	-4%	-6%	26%	-2%	-14	-4%
O=C(O)c1cccc(S(=O)(=O)Nc2ccc([N+](=O)[O-])cc2O)c1	-11%	1.7	-3%	-8%	2%	-7%	-2%	-3	-20%

More structures
SMILES	Abeta yeast res	IL2 activator	PLK1 PBD inh	EPAC1 antagonist	aSyn yeast inh	FUS suppressor	EPAC1 ag	PI5P4Ka inh	WRN helicase inh
Cc1cc(C(=O)CSc2nc3ccccc3c(=O)[nH]2)c(C)n1CC1CCCO1 (stereo not drawn)	1%	-0.7	2%	1%	0%	27%	1%	1	-6%
CCCCCCCNc1nc(Cl)nc(NCCO)n1	-7%	0.0	u	8%	-2%	2%	-6%	2	11%
Cc1ccccc1C1NC(c2ccccc2C)C(C)C(=O)C1C (stereo not drawn)	4%	-0.7	-1%	-1%	1%	-27%	0%	18	-2%
O=C(Cn1[nH]c(=O)c2ccccc2c1=O)Nc1ccc2c(c1)CCC2	-7%	-0.6	-11%	-2%	1%	11%	5%	-3	-6%
COc1ccc2ccccc2c1C1CC(=O)N2CN(Cc3ccco3)CSC2=C1C#N (stereo not drawn)	1%	-1.7	19µM*	-28%	1%	u	-6%	u	-11%
Cc1ccc(NC(=O)c2ccccc2NS(=O)(=O)c2ccc(Cl)s2)cc1	5%	-1.1	u	41%[activator]	-1%	16%	-3%	0	-17%[57.1 µM]
COc1cc(C2C=C(c3cccs3)Nc3ncnn32)cc(OC)c1OC (stereo not drawn)	-20%	3.7	u	82%[activator]	-3%	16%	100µM*	-8	-32%
O=C(NCC1CC1)c1onc(CSc2ccncc2)c1C(=O)NCC1CC1	0%	0.6	-10%	4%	-7%	-7%	-10%	1	1%
CCCN(CC1CC1)C(=S)NC(=O)c1ccc(S(=O)(=O)N2CCOCC2)cc1	u	-1.1	-15%	1%	1%	23%	-3%	-1	-3%
Cc1ccc(S(=O)(=O)N2[C@@H](Cc3ccccc3)CO[C@H]2CC(=O)c2ccccc2)cc1	-13%	-0.8	-16%	-27%	-1%	19%	6%	4	-3%
CN1CCN(C(=O)C2=C[C@@H](C3CC3)C[C@@H](OCc3ccc(CO)cc3)O2)CC1	-18%	1.5	-14%	-1%	1%	-9%	-4%	-2	5%
CC(=O)N1c2ccc([N+](=O)[O-])cc2NC(=O)CC1C (stereo not drawn)	10%	0.2	-4%	0%	-5%	-12%	6%	2	5%
O=C(NC1CCS(=O)(=O)C1)c1ccc(S(=O)(=O)N2CCCC2)cc1 (stereo not drawn)	-3%	-3.3	-12%	-11%	-9%	x	5%	-3	-21%
O=C(Nn1c(-c2ccncc2)nc2ccccc2c1=O)c1ccc([N+](=O)[O-])cc1Cl	-7%	0.8	2%	13%	-4%	29%	0%	0	-20%
Cc1cccc(NS(=O)(=O)c2ccc(OCC(=O)N3CCCC3)cc2)c1	-10%	-4.6	1%	-15%	-1%	x	-8%	-3	-19%
COc1cc(N)c(Cc2nccc3cc(OC)c(OC)cc23)cc1OC	0%	-2.5	3%	6%	u	u	10%	-1	-7%
CCOC(=O)C1CCCN(C(=O)c2cn(CC(C)C)c(=O)c3cc(OC)c(OC)cc23)C1 (stereo not drawn)	-10%	-3.1	-3%	3%	-11%	-10%	-10%	-2	12%
Cc1oc(-c2cccc(C(F)(F)F)c2)nc1CN1CCN(c2ccccn2)CC1	-20%	2.2	-6%	-9%	9%	6%	-1%	19	-4%
CCc1nn(CCCC(=O)N2CCN(c3cccc(C)c3C)CC2)c(=O)c2cc3occc3n12	x	0.8	-1%	-11%	13%	-3%	-4%	-7	1%
CCOc1ccc(CN2CCN(C(=O)c3cccc(F)c3)CC2)cc1	-2%	-4.9	-1%	4%	2%	-2%	7%	x	-10%[57.1 µM]
COc1cc(/C=N/Nc2ccc(S(N)(=O)=O)cc2)cc(OC)c1OC	-5%	0.3	-11%	-22%	-5%	10%	13%	9	-18%
CC1=C(C(=O)Nc2cccc(C(=O)NC(C)c3ccccc3)c2)SCCO1 (stereo not drawn)	6%	-0.6	-9%	-29%	0%	0%	-1%	-11	-7%
CCN(C(=O)COC(=O)CCOc1ccccc1C)c1c(N)n(Cc2ccccc2)c(=O)[nH]c1=O	3%	-0.4	-4%	-7%	-3%	-6%	-11%	1	3%
CCN1C(=O)[C@@H]2[C@@H](c3ccc(-c4ccc(F)cc4)c(OC)c3)N3CCC[C@@]3(C(=O)OC)[C@@H]2C1=O	-11%	0.7	-3%	-18%	1%	u	-12%	3	2%
COc1ccc(C(=O)NCC(c2ccccc2)c2ccccc2)cc1S(=O)(=O)N1CCOCC1	1%	3.2	6%	5%	-2%	x	11%	1	5%
Cc1ccccc1NC(=O)Nc1ccc2c(c1)CCC2	-20%	-4.0	-2%	16%	0%	15%	-3%	4	3%
Cc1oc(-c2ccccc2F)nc1CSCC(=O)NC1CCC(C)CC1 (stereo not drawn)	-15%	-3.5	-4%	u	-3%	11%	17%	2	-1%
NC(=O)[C@H](Cc1cc2ccccc2s1)NC(=O)[C@@H]1CC2(CC(c3cccc(NC(=O)[C@@H]4CCC(=O)N4)c3)=NO2)CN1C(=O)/C=C/c1c(F)cccc1Cl (stereo partly drawn)	-6%	2.3	2%	u	-8%	u	0%	-24	-7%
CCOc1ccc(Oc2ccc(NS(=O)(=O)c3ccc(CCC(=O)O)cc3)cc2)cc1	-4%	-1.5	-17%	5%	5%	13%	-10%	-12	-8%
